CXXC DNA block: blocks binding of human MLL CXXC domain to DNA; Potency, µM (doses to about 115 µM), for inactives: at the highest dose activity change, negative = inhibition, hits mostly inhibitors; Q03164; 0.037% of 290,000 active; MLL-CXXC / FITC-HOXA9 DNA fluorescence polarization; active = well fitted inhibition curve with a large enough effect in the polarisation, with a control signal flat, not every such curve was filed as active; inconclusive = small, poorly fitted or top-dose-only effect, or effect the other way, or a change in a side signal; inactive = no such curve, though single readings can be large or run the other way; the % refers to the polarisation; note: potency is the fitted concentration of half-maximal effect
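Steps: dispense CXXC domain solution (7 uM) → pin compounds or unlabeled HOX-A9 DNA control → 5 min ambient → add FLSN-HOX-A9 solution (50 nM) → spin → 30 min ambient → fluorescence polarization. Tris pH 7.5/NaCl/DTT/BSA buffer.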
GALK inhibitor: blocks human galactokinase activity | P51570 | Potency, µM (series often up to 57.5 µM), inactives show at the top dose activity change, negative = inhibition, hits mostly inhibitors | 0.007% of 270,000 active | Purified GALK, Kinase-Glo residual ATP luminescence; note: potency is the fitted concentration of half-maximal effect; % is set by controls: 0 for no effect and ±100 for the full control effect
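Galactose (100 uM) and ATP (35 uM) were turned over by 5 nM GALK for 1 h at RT. Kinase-Glo Plus then converted the remaining ATP into a luminescent signal.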
Tb PFK inh: T. brucei PFK enzyme inhibition; Potency, µM (top dose mostly 57.5 µM), for the others: at the highest dose activity, negative = inhibition, hits mostly inhibitors; 0.17% of 330,000 active; AID 485367; O15648; T. brucei PFK, ADP-Glo luminescence;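 note: potency is the fitted concentration of half-maximal effect; 0% = uninhibited 1x PFK enzyme wells and -100% = no-enzyme wells; nearly all actives have a fitted effect of over 60% in size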
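In TEA buffer at pH 8.0 with 5 mM MgCl2, enzyme (1.25 nM) converted F6P (0.5 mM) and ATP (0.1 mM) for 45 min at room temperature. ADP product was read by luciferase luminescence.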
hERG WT inh: inhibitors of human wildtype KCNH2 potassium channel; U2OS, BacMam KCNH2, thallium flux FluxOr; active compounds read low; activity change, % at 1.84 µM; 0.37% of 340,000 active; AID 720551;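 active = maximum activity change below -70%; inconclusive = maximum activity change between -70% and -50%; inactive = maximum activity change above -50%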; note: % is set by controls: 0 for no effect and ±100 for the full control effect
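U2OS cells transduced with wild-type KCNH2 virus are loaded with FluxOr dye for 45 min, and thallium flux is measured in kinetic reads before and after stimulation buffer. Rate constants are normalized to DMSO controls.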
TCR activator: activates T cell receptor signaling. primary human leukocytes, anti-CD3, IL-2 HTRF, 48 h. Potency, µM (doses to about 9.22 µM), for the others: top-dose activation of IL-2 secretion, actives largely listed as activators. 330,000 tested, under 10 active. AID 504894; note: % of control where 0% means no effect
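IL-2 produced over 48 hr by a-CD3 bead-stimulated primary human leukocytes exposed to compounds was detected with a homogeneous time-resolved FRET immunoassay, 665nm acceptor signal after 320nm excitation.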
FBPA coupling cs: counter-screen for Giardia aldolase inhibitors: coupling enzyme system; coupling enzyme system counterscreen, AmpLite Red fluorescence; activity change, negative = inhibition, % at 58.2 µM, hits read low; 0.67% of 290,000 active; in the data active = activity change below about -30%; note: % is set by controls: 0 for no effect and ±100 for the full control effect
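Activity here indicates interference with the coupling reaction, not aldolase inhibition. Compounds at 57.5 uM final met coupling enzymes for 10 min at RT; substrate and AmpLite Red detection followed, with a 525/598 nm fluorescence read after 20 min.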
BCR signal inh: inhibitors of chronic active B-cell receptor signaling; ABC-DLBCL IkBa-CBG/CBR reporter, luminescence ratio, 4 h; Potency, µM (top dose mostly 46.1 µM), for the others: at the highest dose ratio change, negative = lower green/red ratio, hits mostly inhibitors; 0.05% of 340,000 active; active = well fitted inhibition curve with a large enough effect in the signal ratio, with a control signal flat, not every such curve was filed as active; inconclusive = small, poorly fitted or top-dose-only effect, or effect the other way, or a change in a side signal; the % refers to the signal ratio;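 note: potency is the fitted concentration of half-maximal effect; plate controls were basal doxycycline-induced cells for no effect and cells given 10 µM MG132 for full effect; MG132 reads +100%, hits lower the ratio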
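Concentration-response series (up to 46 uM) were applied to TMD8 dual-reporter cells for 4 h at 37C with doxycycline. Green/red ratio, after filter-overlap correction, defined %Activity; red signal alone was normalised to basal cells and zero luminescence.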
Giardia killer: kills Giardia lamblia; Giardia lamblia trophozoite viability; activity change, % at 7.66 µM, hits read low; 0.15% of 340,000 active; AID 540267; in the data active = activity change below about -80%; inconclusive = between about -30% and that limit;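 note: parasites exposed to compound for two days anaerobically before the ATP read; % is set by controls: 0 for no effect and ±100 for the full control effect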
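Luminescent ATP signal served as the viability read-out, measured 15-30 min after adding ATP detection reagent to trophozoites that had been incubated with compounds for 48 hrs at 37 deg C anaerobically at 100 cells/well.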
TSHR antag: blocks TSH signaling through the human TSH receptor | TSHR-expressing cells, TSH-stimulated cAMP HTRF, 2 h; active compounds read low | P16473 | 0.2% of 330,000 active | activity change, negative = inhibition, % at 11.5 µM | AID 504810;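 active = activity change below a set negative limit, meaning inhibition stronger than a set level, cut at about -70% in these data; inconclusive = activity change between two set negative limits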; note: % is set by controls: 0 for no effect and ±100 for the full control effect
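Freshly harvested TSHR cells receive pin-tooled compound, then EC80 TSH at 4nM final. After 2 hours at 37 deg C, antibody in lysis buffer and cAMP-d2 are added; 30 minutes at ambient temperature precede the HTRF read.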
A-T KAP1 phos: potential ataxia-telangiectasia treatments restoring KAP-1 phosphorylation; […] A-T fibroblasts, KAP-1 phosphorylation AlphaLISA; neocarzinostatin DNA damage 30 min before lysis; Potency, µM (titrated, usually from 57.5 µM), for inactives: at the highest dose activation, actives largely listed as activators; 0.19% of 320,000 active; AID 485349; note: potency is the fitted concentration of half-maximal effect; % of control where 0% means no effect; nearly all actives have a fitted effect of over 45% in size
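hTERT-immortalized A-T patient fibroblasts ([…]), 500 cells/well in OPTI-MEM, 1% FBS, got compounds for 60 min, then NCS for 30 min at 37C. Lysates were then assayed for phospho-KAP-1 by AlphaLISA (anti-pKAP1 donor, anti-KAP1 acceptor beads), 6 hr at 25C.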
The depositor's hits bear a star; ? = inconclusive; / = not tested or not shown; [ ] = another dose, or the depositor's remark. Unless noted, calls come from the whole dose curve; as a rule, active = well fitted curve in the direction sought with a large enough effect; inconclusive = small, poorly fitted or top-dose-only effect, or another doubt; inactive = no such curve, though single readings can be large; an effect the other way counts as inactive or inconclusive.

molecule	TCR activator	Tb PFK inh	A-T KAP1 phos	Giardia killer	CXXC DNA block	FBPA coupling cs	TSHR antag	hERG WT inh	GALK inhibitor	BCR signal inh
Cc1ccc(C(=O)Cn2cnc3ccccc3c2=O)cc1	0%[46.1 µM]	-4%	0%	1	-1%	1	-5	-3	-2%	-3%
CCN(CC)c1ccc(S(=O)(=O)N2CCCCC2)cc1NC(=O)C1CSC2(C)CCC(=O)N12 (stereo not drawn)	6%	3%	2%	9	/	/	-8	-2	/	?
Cc1ccc(C(=O)N2CCN(C3CCCCC3)CC2)s1	/	3%	/	3	-1%	0	18	15	-1%	6%
CC1CC(C)(C)NCCNC(C)CC(C)(C)NCCN1 (stereo not drawn)	-6%	3%	-1%	4	-7%	2	-5	-4	6%	-1%
O=C(c1ccc2c(c1)N(Cc1ccc(F)cc1)CCS2)N1CCOCC1	0%	11%	12%	9	-20%	/	-27	-3	-6%	2%
O=S(=O)(Nc1ccccc1)c1ccc(Oc2ncc(C(F)(F)F)cc2Cl)cc1	-5%	-3%	1%	-9	-6%	1	-8	-19	0%	-1%
CNC(=O)C(=O)NCC1OCCN1S(=O)(=O)c1ccc([N+](=O)[O-])cc1 (stereo not drawn)	-7%[46.1 µM]	0%	1%	2	-1%	-2	4	3	0%	-3%
C=CCn1cc(/C=C2/NC(=O)NC2=O)c2ccccc21	1%	-3%	-3%	5	-1%	1	10	6	/	-1%
CCOc1ccc2nc(NCCNC(=S)NCCCN(C)C)c(C#N)cc2c1	-2%	0%	7%[11.5 µM]	-8	-5%	0	-7	2	-2%	2%
Cc1ccccc1N1CCN(S(=O)(=O)c2nnc(NC(=O)c3ccc(F)cc3)s2)CC1	2%	-1%	3%	-13	12%	/	-32	6	-2%	13%
CC(C)n1c(CN(C)c2ccccc2)nc2ccccc21	/	-5%	7%	12	0%	3	-5	4	4%	0%
COc1ccc(-c2cc3ccc(F)cc3cn2)cc1	5%	0%	2%	-13	/	/	-12	/	/	-3%
CC1CN(Cc2nc3c(c(=O)[nH]c(=O)n3C)n2CCCc2ccccc2)CC(C)O1 (stereo not drawn)	0%[46.1 µM]	0%	3%	25	3%	0	-3	3	-3%	5%
O=C(O)C1CCCCC1C(=O)NCCc1ccc(Cl)cc1 (stereo not drawn)	-5%	-1%	-12%	-10	5%	9	10	7	0%	4%
COc1ccccc1CN(C)S(=O)(=O)c1cccs1	6%	-1%	2%	27	2%	-3	-17	4	13%	7%
COc1cc(C(=O)N2CCCCCCC2)ccc1OC1CCN(C(C)=O)CC1	6%	4%	-5%	3	9%	3	7	15	-4%	-3%
COCc1cc(C)nc(SCC(=O)NCc2ccco2)c1C#N	3%	-6%	-1%	0	-3%	1	-2	-8	-1%	5%
C=CCc1cccc2cc(C(=O)N3CCN(c4ccccn4)CC3)c(=O)oc12	3%	1%	0%	-29	-1%	-1	35	-4	-2%	6%
CCOC(=O)c1ccc(NC(=O)NCc2cccnc2)cc1	0%	0%	5%	-3	?	0	-4	11	6%	0%
O=c1c2c(nc(NCCO)n1CC1CCCCC1)-c1ccccc1CC21CCCC1	8%	0%	/	8	-3%	0	-10	-7	1%	?
Cc1ccc(NC(=S)N(CCN2CCOCC2)Cc2cc3cc4c(cc3[nH]c2=O)OCCO4)cc1	8%	-1%	-6%	-9	-4%	6	-3	0	4%	-23%
COC(=O)c1nc(N)sc1-c1ccc(Cl)c(Cl)c1	-6%	2%	-7%	-16	-2%	-5	5	7	-1%	3%
COc1cc(C#Cc2c(-c3cncn3C)n(C)c3ccc(-c4cnc(OC)nc4)cc23)cc(OC)c1	-5%	-1%	21%	-6	/	/	-3	-3	/	?
Cc1ccc(NC(=O)CN(C)C(=O)CNC(=O)c2ccc3c(c2)OCO3)cc1	3%	-3%	-6%	-2	/	/	-12	-13	/	?
O=S(=O)(Nc1nc2ccccc2nc1NCC1CCCO1)c1cc(Cl)ccc1Cl (stereo not drawn)	9%	-1%	-11%	-7	3%	14	-3	0	1%	0%
O=C(CN(C(=O)CNC(=O)c1cccs1)c1ccccc1)NC1CCCCC1	-2%	1%	7%	4	7%	1	8	-17	-1%	0%
O=C(NCCN1CCOCC1)c1cnn2c(-c3ccccc3)cc(-c3ccccc3)nc12	-3%	-1%	-3%	15	7%	0	-13	6	-1%	2%
CCOC(=O)c1oc2ccc(S(=O)(=O)n3nc(-c4ccc(Cl)cc4)cc3N)cc2c1C	-5%	-2%	17%	16	-1%	-6	9	-2	3%	-8%
Cc1nc2ccc(S(=O)(=O)Nc3cccc(-c4nc5cccnc5s4)c3)cc2s1	-10%	0%	-6%	-10	6%	11	-39	8	/	?
Cc1ccccc1-n1c(C)nnc1SCc1nc2ccccc2s1	-18%	3%	6%	-12	6%	0	1	-17	2%	18%
CCC(C)(O)c1[nH]c2ccc(C#N)cc2c1C (stereo not drawn)	3%	-17%	3%	5	2%	-1	-3	2	/	6%
O=C(Nc1nc2c(s1)CCCC2)Oc1ccccc1	2%	1%	-4%	10	3%	0	5	-3	-2%	3%
CN(CCO)c1cnccn1	4%	-6%	0%	5	0%	3	2	-6	-2%	1%
COc1ccc(S(=O)(=O)N2CCN(C3Cc4ccccc4C3)CC2)cc1	-2%	1%	-5%	5	5%	-2	28	-1	1%	2%
COc1ccccc1-c1cnn2c(N3CCOCC3)cc(C)nc12	-2%	0%	1%	-6	6%	0	-11	-6	/	1%
COC(=O)c1ccccc1NC(=O)N1CCN(c2ccccc2F)CC1	-3%	-5%	9%	-7	32%[activator]	-9	15	-4	4%	3%
CCCn1c(SCC(=O)NNC(=O)c2ccc(OC)cc2)nnc1C(C)C	1%	-5%	-4%	-8	5%	-1	-1	-14	9%	-7%
Cc1cc2nc(-c3cccnc3SCC(=O)NCc3ccco3)[nH]c2cc1C	/	-2%	0%	-28	-2%	-11	-10	1	6%	?
Cc1nc(N)nc(OCC(F)(F)C(F)F)c1Br	/	2%	2%	3	1%	0	5	-1	-4%	6%
CC(C)N(C(=O)c1ccccc1-c1ccccc1)C(C)C	-11%	-6%	-1%	-9	2%	0	-14	-2	1%	11%
Cc1cccc(OC(C)C(=O)N2CCc3ccccc3C2)c1 (stereo not drawn)	/	-2%	1%	18	1%	4	-3	0	0%	4%
C=CCC[C@@H](Cc1ccc(F)cc1)C(=O)OC[C@@H]1CCCN1C(=O)[C@@H](CC=C)CC(=O)N(CCO)Cc1ccccc1	-2%	-2%	5%	-12	/	/	-1	-28	/	?
O=C(NC1CCCC1)C(NS(=O)(=O)c1ccc(Br)s1)c1ccccc1 (stereo not drawn)	-2%[46.1 µM]	-3%	-7%	-13	14%	7	-1	-1	/	5%
COc1ccc(C2/C(=C(/O)c3ccccc3)C(=O)C(=O)N2c2ccccn2)c(OC)c1 (stereo not drawn)	5%	4%	3%	-13	6%	1	9	-1	0%	5%
CCOC(=O)C1CCCN(CC(=O)Nc2c(F)c(F)c(F)c(F)c2F)C1 (stereo not drawn)	4%	0%	-13%	48[activator]	-2%	7	0	10	2%	-2%
O=C(N[C@@H]1C/C=C\C[C@H](CC(=O)N(CCO)Cc2ccccc2)C(=O)NC[C@@H](c2ccccc2)OC1=O)OCC1c2ccccc2-c2ccccc21	5%	5%	-3%	0	/	/	7	-3	/	-1%
O=C(NC(c1ccccc1)c1ccccc1)c1ccc(Br)o1	8%	1%	-2%	8	4%	-3	-9	5	-3%	0%
O=C(CCC(=O)N1CCCCCC1)NCc1ccc(F)cc1	3%	0%	0%	-4	-1%	2	10	-3	-4%	-1%

Screening results from PubChem BioAssay.
